Screens (PubChem)
12-hLO inh = inhibitors of human 12-lipoxygenase (ALOX12) | P18054 | purified 12-hLO, xylenol orange hydroperoxide absorbance | Potency, µM (titrated, usually from 57.1 µM), without a hit: at the top dose activity change, negative = inhibition, actives largely listed as inhibitors | 0.12% of 150,000 active; note: potency is the fitted concentration of half-maximal effect; nearly all actives have a fitted effect of over 55% in size; many of its hits are not listed in these tables
Target sequence (P18054 whole entry, looked up): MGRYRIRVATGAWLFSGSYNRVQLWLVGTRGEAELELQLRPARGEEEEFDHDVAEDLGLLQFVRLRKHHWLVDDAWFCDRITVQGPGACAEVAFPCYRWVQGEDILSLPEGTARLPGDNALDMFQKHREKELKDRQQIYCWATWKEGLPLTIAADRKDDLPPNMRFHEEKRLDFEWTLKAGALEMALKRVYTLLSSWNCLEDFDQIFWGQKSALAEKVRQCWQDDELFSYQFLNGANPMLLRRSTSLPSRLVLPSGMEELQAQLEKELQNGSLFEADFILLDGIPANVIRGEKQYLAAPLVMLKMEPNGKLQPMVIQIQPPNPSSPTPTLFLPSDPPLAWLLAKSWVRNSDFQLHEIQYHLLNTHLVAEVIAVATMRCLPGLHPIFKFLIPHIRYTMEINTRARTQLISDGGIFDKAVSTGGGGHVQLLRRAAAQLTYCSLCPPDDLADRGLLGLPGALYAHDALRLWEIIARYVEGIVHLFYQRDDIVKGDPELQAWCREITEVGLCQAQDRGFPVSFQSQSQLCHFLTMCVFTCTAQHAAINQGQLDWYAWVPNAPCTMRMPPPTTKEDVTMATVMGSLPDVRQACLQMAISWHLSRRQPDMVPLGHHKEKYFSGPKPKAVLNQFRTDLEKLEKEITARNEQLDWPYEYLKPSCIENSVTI
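150 nM 12hLO, 25 mM Hepes pH 7.0 + 0.01% Triton X-100; cpd preinc 15 min RT; 40 uM arachidonic acid, 30 min RT; Fe-XO 30 min; A573/A405 ratio as read-out.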
ALOX15B inhib = blocks human 15-lipoxygenase 2 activity; O15296; purified 15hLO-2, xylenol orange hydroperoxide absorbance; Potency, µM (top dose mostly 57.1 µM), for inactives: at the top dose activity change, negative = inhibition, actives largely listed as inhibitors; 0.56% of 110,000 active; AID 881; note: potency is the fitted concentration of half-maximal effect; nearly all actives have a fitted effect of over 60% in size; many of its hits are not listed in these tables
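Screening format was qHTS against 50 nM purified 15hLO-2 in Hepes pH 7.5 with detergent. Activity follows hydroperoxide formation from 45 uM arachidonic acid, measured as 573:405 nm absorbance ratio of the ferric-xylenol orange complex.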
PNC assembly inh = blocks assembly of the perinucleolar compartment. PC3M PTB-GFP, PNC prevalence imaging, 16 h; stronger effect = lower value. activity change (PNC), negative = inhibition, % at 10 µM. 3.1% of 140,000 active;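 active = readout at or below -70, meaning at least 70% loss of cells showing the perinucleolar compartment, a nuclear body marking cancer cells; inconclusive = readout between -30 and a set limit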;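 note: plate controls were DMSO wells for no effect and camptothecin positive control wells for full effect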
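Compounds are pinned in duplicate onto adhered PC3M cells stably expressing GFP-tagged PTB and incubated 16 h at 37 C. Cells are then fixed, nuclei stained with Hoechst, and PNC-positive cells counted.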
IMPase cell inh = IMPase inhibition in cells | P97697 | CHO-M1 cells, IP1 accumulation, HTRF TR-FRET ratio | inhibition (IP1 accumulation), % at 46.1 µM | 120,000 tested, under 10 active; active = well fitted curve in the direction sought with a large enough effect in the signal ratio, not every such curve was filed as active; inconclusive = small, poorly fitted or top-dose-only effect, or a change in a side signal; inactive = no such curve, though single readings can be large or run the other way; the % refers to the signal ratio;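 note: cells stimulated with carbachol in lithium chloride buffer; plate controls were DMSO basal wells for no effect and reference inhibitor wells for full effect; higher means more IMPase inhibition seen as more IP1 and lower FRET ratio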
Target sequence (P97697 whole entry, looked up): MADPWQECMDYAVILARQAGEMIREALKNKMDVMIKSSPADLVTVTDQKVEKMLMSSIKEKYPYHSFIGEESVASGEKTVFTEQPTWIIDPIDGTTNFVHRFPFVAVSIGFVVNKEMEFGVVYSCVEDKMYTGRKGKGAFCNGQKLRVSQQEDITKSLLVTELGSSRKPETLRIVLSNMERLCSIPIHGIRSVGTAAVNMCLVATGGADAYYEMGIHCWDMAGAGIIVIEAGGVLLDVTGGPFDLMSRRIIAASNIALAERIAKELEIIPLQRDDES
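Measured: the HTRF emission ratio (665/620 nm) plus the 620 nm donor channel, each fitted to the Hill equation to give AC50. Cells were CHO-M1 given compounds up to 46 uM and a 30 min carbachol stimulation at 37C.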
The depositor's hits bear a star; ? = inconclusive; . = not tested or not shown; & = joins results of further samples; [ ] = another dose, or the depositor's remark. Unless noted, calls come from the whole dose curve; as a rule, active = well fitted curve in the direction sought with a large enough effect; inconclusive = small, poorly fitted or top-dose-only effect, or another doubt; inactive = no such curve, though single readings can be large; an effect the other way counts as inactive or inconclusive. Unless noted, % is set by controls: 0 for no effect and ±100 for the full control effect. Some of the compounds tested (hit frequency here may not be typical).

12-hLO inh	ALOX15B inhib	PNC assembly inh	IMPase cell inh	Compound
-5%	.	60	.	C#C[C@]1(O)CC[C@H]2[C@@H]3CCc4cc(OC)ccc4[C@H]3CC[C@@]21C
-14%	5%	35	4	COc1ccc(Cn2nnnc2C(C(C)C)N2CCN(c3ccccc3OC)CC2)cc1 (configuration not stated)
0%	-5%	-8	7	Cc1cc(N)c(-n2cc3c(=O)n(C)c(=O)n(C)c3c2)cc1C
5%	-2%	4	2	Cc1cc(C)c(NC(=O)CS(=O)CC(=O)NC2CCCc3ccccc32)c(C)c1 (configuration not stated)
-3%	6%	34	8	COCc1cc(C)nc(Nc2cc(C)ccc2C)c1C#N
1%	.	?	.	CCCC(=O)Nc1ccc(C(=O)N/N=C/c2ccc([N+](=O)[O-])o2)cc1
-6%	-1%	?	3	O=C1CC(Nc2ccccc2)C(=O)N1Cc1ccccc1 (configuration not stated)
1%	.	-114*	.	COc1ccc(NC(=O)CNS(=O)(=O)c2ccc(Cl)cc2)cc1OC
-10%	-6%	?	-6	CCOC(=O)c1cnc(N2CCOCC2)[nH]c1=O
1%	.	2	-2	O=C(CSCc1ccccc1Br)N/N=C/c1ccc(OCC(=O)N2CCCCC2)cc1

Next part.
12-hLO inh	ALOX15B inhib	PNC assembly inh	IMPase cell inh	Compound
-11%	7%	?	11	CC(=O)Nc1sc2c(c1C(c1ccccc1)N1CCOCC1)CCCC2 (configuration not stated)
-1%	.	?	.	O=C(O)/C=C/c1ccc2c(-c3ccccc3)onc2c1
0%	-3%	38	-5	CC(C)(C)NS(=O)(=O)c1ccc(CCC(=O)N2CCCCC2)cc1
-13%	-5%	-20	1	CCc1c(O)nc(SCC(=O)Nc2ccc(C)cc2)n(C2CCCCC2)c1=O
?	.	32	-3	COc1ccc(Cl)cc1NC(=S)NCCSc1ccc(C)cc1
-1%	-3%	2	-21	O=C(CSc1nc2ccccc2o1)NC(=O)NCc1ccccc1
6%	25%	3	7	OC(COCCC12CC3CC(CC(C3)C1)C2)CN1CCCCC1 (configuration not stated)
0%	-4%	-27	0	C=C(C)Cn1c(=O)c2c(nc3n2CCN3c2cccc(Cl)c2C)n(C)c1=O
-1%	.	-21	5	CN(CCNC(=O)c1ccc(/C=N/O)nc1)Cc1ccccc1
0%	.	-25	.	O=C(Nc1ccc([N+](=O)[O-])cn1)C1CCCCC1

Continuation:
12-hLO inh	ALOX15B inhib	PNC assembly inh	IMPase cell inh	Compound
3%	.	38	.	COc1ccccc1NS(=O)(=O)c1cc(NC(=O)CNC(=O)c2ccccc2)ccc1C
-1%	.	58	.	Cc1cccc(NC(=O)c2onc3c2CCCC3)n1
-1%[25.6 µM]	0%[25.6 µM]	.	-1[20.6 µM]	COc1cc(/C=C\C(=O)N2CCC=CC2=O)cc(OC)c1OC
6%	1%	-6	-4	Cc1cccc(NCC(O)Cn2cnc3c2c(=O)n(C)c(=O)n3C)c1 (configuration not stated)
4%	.	5	.	Cc1csc(C(=O)O)c1-c1c(C)csc1C(=O)O
2%	-3%	11	0	CN(CC(=O)NCc1ccncc1)S(=O)(=O)c1ccccc1
-2%	.	-4	.	CCN(CC)S(=O)(=O)c1ccc(N/N=C(\C)c2ccc3c(c2)OCO3)c([N+](=O)[O-])c1
2%	.	-19	7	COCCNC(=O)c1cccc(Nc2nc(-c3ccccc3)c3cc(Cl)ccc3n2)c1
-1%	.	?	0	COc1ccccc1N1CC(C(=O)Nc2nnc(SCc3ccccn3)s2)CC1=O (configuration not stated)
?	-10%	-21	4	Fc1c(F)c(C(F)(F)F)c(F)c(F)c1N/N=C\c1cccs1

The results go on.
12-hLO inh	ALOX15B inhib	PNC assembly inh	IMPase cell inh	Compound
2%	.	?	.	COc1ccc(-c2cc(=O)oc3cc(OC(=O)C4CCCCC4)ccc23)cc1
5%	.	-23	29	NC(=O)C1CCN(C2=C(Cl)C(=O)c3ccccc3C2=O)CC1
-12%	6%	30	0	CCc1cc(/C(Cc2cscn2)=N\O)c(O)cc1O
0%&4%	9%	5	.	C[C@H](CO)NC(=O)[C@H](C)[C@@H]1C[C@@]1(C)[C@@H](NC(=O)OCc1ccccc1)c1ccccc1
-4%	1%	18	1	COc1ccc2ccccc2c1CN1CCCC(CO)C1 (configuration not stated)
0%	-12%	?	-11	COc1ccc(-c2nsc(SCC(=O)Nc3cc(C)on3)n2)cc1
-2%	-10%	4	-6	Brc1c(CSc2nncn2-c2ccccc2)nc2ncccn12
-10%	.	-13	.	C/C(CCN1CCc2nc(-c3ccccc3)c(-c3ccccc3)cc2C1)=N\O[C@H](C)c1cn([C@H](CO)Cc2ccccc2)nn1
-14%	-2%	.	.	COc1cccc(Cn2c(=O)c(CCc3ccccc3)nc3cnc(OC)nc32)c1
-5%	1%	?	9	Cc1ccccc1C(=O)NCc1nnc(SCC(=O)N2CCN(c3ccccc3)CC2)n1C

Next structures follow:
12-hLO inh	ALOX15B inhib	PNC assembly inh	IMPase cell inh	Compound
2%[11.4 µM]	0%[11.4 µM]	.	.	CC1(C)COCN1COC1CCCCC1
-2%	3%	6	7	O=C(COC(=O)c1ccc(Br)c(S(=O)(=O)N2CCOCC2)c1)NCC1CCCO1 (configuration not stated)
0%	5%	?	7	CCN(CC)CCOC(=O)c1cccc(Cl)c1
-24%	1%	-80*	-1	COc1ccc(C(=O)/C=C/N(C)C)cc1
-7%	.	16	.	CCOC(=O)N1CCN(C(=S)NC(=O)c2ccnn2C)CC1
-1%	2%	?	-2	O=C(CCSc1nnc(-c2ccncc2)o1)Nc1ccccc1
6%	4%	16	7	O=C(c1c(F)c(F)c(F)c(F)c1F)N(Cc1ccccc1)Cc1ccccc1
4%	-1%	?	8	COc1cc(C(c2sc3nc(C)nn3c2O)N2CCc3ccccc3C2)cc(OC)c1OC (configuration not stated)
?	3%	4	2	Cc1ccc(S(=O)(=O)c2c(C)nn(C(C)(C)C)c2OC(=O)c2ccco2)cc1
-5%	.	-24	?	CC1(C)OC(c2ccccc2)=C/C(=C/C=Nc2ccccc2)O1

Going on with the list.
12-hLO inh	ALOX15B inhib	PNC assembly inh	IMPase cell inh	Compound
5%	6%	-15	9	Cc1ccc2nc(SCC(=O)N3CCOCC3)[nH]c2c1
7%	-1%	.	.	O=C(NCO)c1cccnc1
-3%	10%	25	-18	Cc1ccc(C(=O)COC(=O)CNC(=O)COc2ccccc2C)cc1C
1%	.	29	.	Cc1c(C(=O)NC2CCCc3ccccc32)oc2ccc(S(=O)(=O)N3CCCCC3)cc12 (configuration not stated)
1%	-5%	74	-17	CCCCCCCCN1C(=O)N(C)C(N(O)C(=O)NC)C1(C)C (configuration not stated)
0%[25.6 µM]	20%[25.6 µM]	.	6[20.6 µM]	CCCNC[C@H](O)COc1ccccc1C(=O)CCc1ccccc1
3%	15%	16	-6	CSc1nc(-c2ccccc2)nc(N2CCN(C)CC2)c1C(C)=O
-6%	2%	69	3	COC(=O)Cn1c2ccc(C)cc2c2nc(C)sc21
-1%[11.4 µM]	-3%[11.4 µM]	.	.	COc1ccc(/C=C(\C#N)C(N)=O)cc1OC
3%	5%	60	5	COc1cc(=O)n2c(n1)SCCC2

New compounds follow
12-hLO inh	ALOX15B inhib	PNC assembly inh	IMPase cell inh	Compound
-5%&-2%	.	26	.	O=C(O)CN(CCO)CCN(CC(=O)O)CC(=O)O
-9%	0%	39	8	CCOc1ccc(NS(=O)(=O)c2ccc(NS(C)(=O)=O)cc2)cc1
-2%	.	?	.	CC(=O)Oc1c(C)c(=O)n(C)c2ccccc12
-1%	.	-29	-7	O=S1(=O)N=C(N/N=C/C=C/c2ccccc2)c2ccccc21
2%	58%[activator]	?	6	C=CCc1c(C)nc(C)nc1N/N=C/c1ccccc1O
2%	-4%	-91*	7	C=CCNC(=S)NNC(=O)c1ccc(OC(C)C)cc1
-4%	-23%	12	-3	O=C(Nc1nnc(C2CCCCC2)s1)c1cccs1
-1%	-6%	-5	6	CC(C)=C1SC(N2CCN(c3cccc(C(F)(F)F)c3)CC2)=NC1=O
-6%	-19%	-27	-13	Cc1cccc(-c2nnc(SCC#N)n2-c2ccccc2)c1
0%	-3%	5	-13	CC(C)CCOC(=O)C1C2C=CC3(CN(Cc4cccs4)C(=O)C13)O2 (configuration not stated)

Next part.
12-hLO inh	ALOX15B inhib	PNC assembly inh	IMPase cell inh	Compound
1%	0%	16	-6	O=P(O)(O)c1ccccc1OCc1ccccc1
1%	-3%	5	8	CC1(C)CC(=O)C(C=NCCN2CCN(C(=S)Nc3ccc(F)cc3)CC2)=C(O)C1
-4%	-1%	?	-11	Cc1ccc(-c2nnc(CSc3nnc4c5c(C)c(C)sc5nc(C(C)C)n34)o2)cc1
-2%	-10%	24	0	CCCSc1nnc2n(Cc3ccccc3)c(=O)c3c4c(sc3n12)CCC4
9%	14%	?	-7	CCN1CCCC1CNC(=O)c1c(O)c2c([nH]c1=O)CCCC2 (configuration not stated)
1%	28%	92	4	Cc1sc(NC(=O)c2ccccc2)c(C(=O)NCCN(C)C)c1C
-6%	-7%	27	4	CC(Cc1cccs1)NC(=O)Nc1ccc(Cl)cc1 (configuration not stated)
-4%	-2%	58	5	COc1ccc(-c2cc(C(F)F)n3ncc(C(=O)N4CCCCC4)c3n2)cc1
-1%	7%	?	11	O=C(NCCN1CCCC1)C1CCN(S(=O)(=O)N2CCC3(CC2)OCCO3)CC1
-3%	37%[activator]	35	-6	O=C(CN1CCCC1)N1CCCc2c1c(=O)oc1ccc(OCc3ccccc3)cc21

Six compounds drawn at random from the list so far:
12-hLO inh	ALOX15B inhib	PNC assembly inh	IMPase cell inh	Compound
0%&4%	9%	5	.	C[C@H](CO)NC(=O)[C@H](C)[C@@H]1C[C@@]1(C)[C@@H](NC(=O)OCc1ccccc1)c1ccccc1
0%	5%	?	7	CCN(CC)CCOC(=O)c1cccc(Cl)c1
-3%	6%	34	8	COCc1cc(C)nc(Nc2cc(C)ccc2C)c1C#N
-1%	.	58	.	Cc1cccc(NC(=O)c2onc3c2CCCC3)n1
-4%	-23%	12	-3	O=C(Nc1nnc(C2CCCCC2)s1)c1cccs1
5%	-2%	4	2	Cc1cc(C)c(NC(=O)CS(=O)CC(=O)NC2CCCc3ccccc32)c(C)c1 (configuration not stated)

(further entries)
12-hLO inh	ALOX15B inhib	PNC assembly inh	IMPase cell inh	Compound
-9%	-1%	-7	-3	Cc1cccc(C(=O)O/N=C(\N)c2ccc(Br)cc2)c1
-9%	-1%	-16	-2	Cc1ccccc1C(=O)Nc1nnc(-c2ccc(F)cc2)o1
-1%	.	-9	.	COc1cc(NC(=O)COC(=O)c2ccc(C)c(S(=O)(=O)N3CCCCC3)c2)c(C)cc1[N+](=O)[O-]
10%	6%	24	1	Cc1nnc(NC(=O)CCC(=O)NCc2cccs2)s1
-2%	-15%	-27	0	O=C(CSc1nnc(-c2ccco2)n1Cc1ccccc1)OC1CCCCC1
-3%	-7%	13	12	CCn1c(=O)n(CC)c2cc(S(=O)(=O)N3CCc4ccccc43)ccc21
-5%	.	9	3	CC(C)NC(=O)CSc1nc2ccccc2n1-c1ccccc1
-24%	7%	-22	0	COc1nc(N/N=C/c2cc3c(cc2Br)OCO3)nc(N2CCOCC2)n1
?	?	?	-13	NC(=S)Nc1cc2ccccc2c2ccccc12
-8%	?	19	0	CC(C)C(=O)Nc1cccc(NC(=S)NC(=O)c2ccc([N+](=O)[O-])cc2)c1

Additional compounds follow:
12-hLO inh	ALOX15B inhib	PNC assembly inh	IMPase cell inh	Compound
0%	-16%	61	-5	C/C(=C\C(=O)c1ccccc1)NNc1nc2ccccc2s1
-2%	3%	?	6	CC1(C)NC(=O)N(CC(O)CN(Cc2ccccc2)Cc2ccccc2)C1=O (configuration not stated)
5%	.	75	-4	CCN(CC)S(=O)(=O)c1ccc(N2CCOCC2)c(NC(=O)Cc2ccccc2)c1
-11%	14%	-9	12	O=S(=O)(c1ccc(F)c(F)c1)N1CCN(Cc2ccc3c(c2)OCO3)CC1
1%	0%	33	0	Cc1ccccc1Cn1cc(NC(=O)c2nc3ncccn3n2)cn1
